# Screens: PubChem, several laboratories
# bIAP activator = intestinal alkaline phosphatase (bovine) activation | purified bovine IAP, CDP-star luminescence, 30 min; active compounds read high; fold of DMSO-control signal, blank-subtracted | activation factor at 20 µM | 200,000 tested, 0.17% active | AID 1016;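 active = activation factor of 2 or more at 20 µM, a signal rise over negative controls twice the positive control's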
# bIAP inhibitor = intestinal alkaline phosphatase (bovine) inhibition. purified bovine IAP, CDP-star luminescence, 30 min. inhibition, % at 20 µM. 190,000 tested, under 10 active. AID 1019;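 active = over 50% inhibition of intestinal alkaline phosphatase at 20 µM in the single-dose screen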
#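 Incubation: 30 min reaction at room temperature / Material: purified bovine intestinal alkaline phosphatase (IAP) enzyme / Input: enzyme at 1/65,000,000 dilution / Dosing: 20 µM single dose / Signal: CDP-star luminescence signal / Reagent: CDP-star chemiluminescent phosphatase substrate, 30 µM final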
# TNAP inh hi DEA = TNAP (human) inhibition, high acceptor. purified TNAP, CDP-star luminescence, 1 M DEA. 200,000 tested, 0.03% active. inhibition, % at 20 µM;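 active = over 50% inhibition of tissue-nonspecific alkaline phosphatase at 20 µM in the single-dose screen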;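 also: plate controls were DMSO wells for no effect and EDTA-quenched wells as full inhibition for full effect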
# Target sequence (P05186 whole entry, looked up): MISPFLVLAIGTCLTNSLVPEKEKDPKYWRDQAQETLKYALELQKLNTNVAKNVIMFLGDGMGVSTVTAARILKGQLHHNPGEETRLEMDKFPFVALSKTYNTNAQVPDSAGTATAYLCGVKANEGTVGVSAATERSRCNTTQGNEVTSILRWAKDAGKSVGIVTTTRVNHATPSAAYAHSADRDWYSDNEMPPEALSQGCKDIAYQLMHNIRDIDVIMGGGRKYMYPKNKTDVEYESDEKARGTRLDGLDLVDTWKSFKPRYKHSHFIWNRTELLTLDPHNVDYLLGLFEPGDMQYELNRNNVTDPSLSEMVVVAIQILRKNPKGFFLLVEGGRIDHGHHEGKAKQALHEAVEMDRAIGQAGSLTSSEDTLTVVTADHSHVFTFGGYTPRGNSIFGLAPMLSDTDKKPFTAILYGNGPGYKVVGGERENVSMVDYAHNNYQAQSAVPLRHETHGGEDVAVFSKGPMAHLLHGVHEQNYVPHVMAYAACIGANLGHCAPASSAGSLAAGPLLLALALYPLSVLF
# Diaph act CS = counter-screen for diaphorase-based assays: diaphorase activators and chemical reducers | activation factor at 20 µM | AID 1229 | Diaphorase/resazurin coupled assay, resorufin fluorescence, 16 min; active compounds read high; 1 = vehicle wells, 0 = NADH-free wells | 190,000 tested, 0.005% active;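 active = diaphorase activity raised at least twofold by the compound at 20 µM; inactive = activation factor below 2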
#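 test system = bacterial diaphorase enzyme (C. kluyveri) | quantity = enzyme 0.07 U/mL final | reagent = NADH substrate 0.114 mM plus resazurin dye 0.1 mM, final | incubation = 16 min enzyme reaction, ambient temperature | buffer or medium = HEPES pH 7.4 buffer with MgCl2 and Tween 20 | signal = fluorescence of resorufin, 544 nm excitation, 590 nm emission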
# L major viab = Leishmania major promastigote growth inhibition; Leishmania major promastigotes, resazurin fluorescence viability; inhibition, % at 10 µM; 200,000 tested, 9% active; AID 1063; in the data active = inhibition above about 50%;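 also: promastigotes grown with compound for 44 hours at 28 °C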
# PMI act = activators of human phosphomannose isomerase | activation factor at 20 µM | purified human PMI, coupled resazurin fluorescence, 20 min; active compounds read high; 1 = vehicle control, 0 substrate-free wells | P34949 | 190,000 tested, 0.005% active;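 active = activation factor of 2 or more at 20 µM, relative to plate controls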
# PMI act satM6P = increases human PMI activity with near-saturating mannose 6-phosphate; P34949; coupled PMI enzyme assay, resazurin fluorescence, 20 min; active compounds read high; 1 = untreated enzyme, 0 = substrate-free blank; activation factor at 20 µM; 190,000 tested, 0.34% active; AID 1216;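 active = activation factor of 2 or more at 20 µM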
#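 assay system = human phosphomannose isomerase with PGI, G6PDH, diaphorase coupling enzymes | quantity = 15 ng/mL PMI | incubation = enzyme reaction with compound 20 min at room temperature | medium = HEPES pH 7.4 buffer with MgCl2 and Tween-20 | compound dosing = one concentration, 20 µM, in 1% DMSO | measured by = Diaphorase-driven resazurin-to-resorufin fluorescence, excitation 544, emission 590 nm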
# TNAP inh no acc = inhibitors of human TNAP without phosphate acceptor. P05186. purified TNAP, CDP-star luminescence, 30 min. inhibition, % at 20 µM. 200,000 tested, 0.26% active. AID 1012;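 active = tissue-nonspecific alkaline phosphatase inhibition above about 50% at 20 µM in the single-dose screen, limit read from the data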;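 also: 0% = DMSO negative control and 100% = EDTA positive control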
# Diaphorase inh = counter-screen for diaphorase-based assays: diaphorase inhibitors and chemical oxidizers; 190,000 tested, 0.69% active; diaphorase resazurin-to-resorufin fluorescence, NADH, 16 min; bacterial (C. kluyveri) enzyme, not human; inhibition, % at 20 µM;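 active = primary screen inhibition at 20 µM above a set limit, cut at about 50% in these data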;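 also: plate controls were DMSO with full reaction for no effect and wells lacking NADH for full effect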
#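 Benchmarks: positive control wells lacking NADH, neutral wells with DMSO only. System: bacterial diaphorase enzyme (C. kluyveri). Input: 0.14 U/mL diaphorase, enzyme working solution. Detection: resorufin fluorescence, excitation 544 nm, emission 590 nm. Times: 16-min room-temperature incubation before reading.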
# TNAP act hiacc = activators of human TNAP at high phosphate acceptor concentration; purified TNAP, CDP-star luminescence, 1 M DEA, 30 min; active compounds read high; 0 = EDTA background, 1 = DMSO-only activity; activation factor at 20 µM; P05186; 200,000 tested, under 10 active;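 active = activation factor at least 2 at 20 µM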
#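 Test system – human TNAP · Doses – 20 µM single point · Incubation – 30 min, room temperature · Signal – luminescent substrate turnover signal · Read-out basis – activation factor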
# * hit, by the source's call. Rows are unselected; any-hit rate near 10%.
entry	mol	bIAP activator	bIAP inhibitor	TNAP inh hi DEA	Diaph act CS	L major viab	PMI act	PMI act satM6P	TNAP inh no acc	Diaphorase inh	TNAP act hiacc
1	N#Cc1c(SCC(=O)O)nc(-c2ccccc2)c2c1CCCC2	0.9	6.8	-3.5	0.8	-10.4	1	0.9	-0.3	22.4	1
2	Cc1ccc(C2(C(F)(F)F)N=C3Sc4cc(C)cc(C)c4N3C(=O)N2)cc1 (configuration not stated)	1	2.4	1.1	0.9	5.8	1	0.9	3.8	7.8	1
3	COc1ccccc1C(O)(C(=O)NN(C)c1ccccc1)c1ccccc1OC	0.9	12.1	2.3	0.9	-5.0	0.9	1	-9.2	8.0	1
4	CCCCN(C(=O)CSc1nnc(-c2ccccc2)n1C)c1c(N)n(Cc2ccccc2)c(=O)[nH]c1=O	1	-1.8	-0.8	0.8	-7.2	1.3	1.5	-15.3	22.5	1
5	CC(=O)Nc1cc(C(=O)NCc2ccco2)ccc1Sc1ccc(F)cc1	0.9	13.9	0.4	1	5.0	0.9	0.9	-1.8	-1.0	1
6	Cc1ccc(N2C(=O)CC(Sc3ncn[nH]3)C2=O)cc1C (configuration not stated)	1	-0.4	-2.2	1	-4.5	0.3	0.8	-37.8	-0.7	1
7	COc1ccc(NCC(=O)N/N=C/C=C\c2ccccc2)cc1	0.9	9.4	-1.0	1	33.3	0.9	0.8	-20.2	-0.1	1
8	O=C(NCc1nc2ccccc2[nH]1)C1=C[C@H](c2ccc3c(c2)OCO3)C[C@H](OCCCCO)O1	1.3	-33.9	-3.1	0.9	3.7	0.9	0.8	-12.9	6.9	1
9	CCOC(=O)c1nc(Nc2ccc(C(=O)O)cc2)c2ccccc2n1	0.9	7.3	-4.2	0.9	-1.4	1.1	1.1	-11.9	8.6	1
10	COc1cc(CN2CCN(c3cccc(Cl)c3)CC2)cc(OC)c1OC	1.1	-9.6	2.4	0.8	87.9*	1	1	0.6	19.7	1
11	Cc1ccc(NC(=O)c2ccc(OC(=O)CCN3C(=O)c4ccccc4C3=O)cc2)cc1	1	3.6	-10.9	1	-1.3	1.2	1.2	0.1	0.0	1.1
12	CCCC[N+](CC#Cc1ccccc1)(CCCC)CCCS(=O)(=O)[O-]	1.2	-16.9	-0.1	0.9	-8.9	1	1	-2.1	9.1	1

# A draw from above in order of length of the SMILES, high to low:
entry	mol	bIAP activator	bIAP inhibitor	TNAP inh hi DEA	Diaph act CS	L major viab	PMI act	PMI act satM6P	TNAP inh no acc	Diaphorase inh	TNAP act hiacc
5	CC(=O)Nc1cc(C(=O)NCc2ccco2)ccc1Sc1ccc(F)cc1	0.9	13.9	0.4	1	5.0	0.9	0.9	-1.8	-1.0	1
1	N#Cc1c(SCC(=O)O)nc(-c2ccccc2)c2c1CCCC2	0.9	6.8	-3.5	0.8	-10.4	1	0.9	-0.3	22.4	1
7	COc1ccc(NCC(=O)N/N=C/C=C\c2ccccc2)cc1	0.9	9.4	-1.0	1	33.3	0.9	0.8	-20.2	-0.1	1

# Returning to the listing with the four entries that preceded the break.
entry	mol	bIAP activator	bIAP inhibitor	TNAP inh hi DEA	Diaph act CS	L major viab	PMI act	PMI act satM6P	TNAP inh no acc	Diaphorase inh	TNAP act hiacc
9	CCOC(=O)c1nc(Nc2ccc(C(=O)O)cc2)c2ccccc2n1	0.9	7.3	-4.2	0.9	-1.4	1.1	1.1	-11.9	8.6	1
10	COc1cc(CN2CCN(c3cccc(Cl)c3)CC2)cc(OC)c1OC	1.1	-9.6	2.4	0.8	87.9*	1	1	0.6	19.7	1
11	Cc1ccc(NC(=O)c2ccc(OC(=O)CCN3C(=O)c4ccccc4C3=O)cc2)cc1	1	3.6	-10.9	1	-1.3	1.2	1.2	0.1	0.0	1.1
12	CCCC[N+](CC#Cc1ccccc1)(CCCC)CCCS(=O)(=O)[O-]	1.2	-16.9	-0.1	0.9	-8.9	1	1	-2.1	9.1	1
13	OC1(c2ccc(Br)cc2)CN(c2ccccc2)C2=[N+]1CCS2 (configuration not stated)	1	1.6	-2.3	1	-6.3	1	1	-0.5	3.6	1
14	Cc1cc(C)n2nc(C(=O)Nc3c(C)nn(Cc4ccc(F)cc4)c3C)cc2n1	1.1	-11.6	0.5	0.8	5.0	0.9	0.9	-5.4	19.8	1
15	Cc1ccc(N=C2NC(=O)/C(=C/c3cn(C)c4ccccc34)S2)cc1C	1	3.0	12.3	0.7	14.7	0.8	0.8	-26.3	27.6	0.9
16	CC(C)(C)NC(=O)NC(=O)COC(=O)CNC(=O)c1cccc(F)c1	0.9	10.0	-6.3	1	-4.3	1.1	1.1	-10.1	1.7	1.1
17	Cc1cc(NS(=O)(=O)c2ccc(NC(=O)COc3ccccc3Cl)cc2)no1	1	4.2	1.6	0.8	-11.8	0.9	0.9	-3.6	17.8	1
18	CC(NC(=O)/C=C/c1ccc(Br)cc1)c1ccccc1 (configuration not stated)	0.9	11.4	-2.0	0.9	13.8	1	1	-7.3	12.6	1
19	CC(=O)OC(C(=O)NC1CCCCC1)c1cccc(F)c1 (configuration not stated)	0.9	6.9	-7.2	0.8	-0.1	1	1	-11.5	18.4	1.1
20	Cc1nn(-c2ccc(F)cc2)c(C)c1/C=C/C(=O)N1CCNC(=O)C1	0.8	18.3	-0.6	1	4.5	1.1	1.1	-12.2	1.1	1
21	CC(C)NC(=O)c1ccc(CNC(=O)OCC(F)(F)F)cc1	0.9	6.6	-2.0	1.1	-4.1	1.1	1.1	-15.2	-5.2	1
22	Cc1noc2ncnc(Oc3cc(Cl)ccc3Cl)c12	1.1	-5.2	-8.8	1.2	29.6	1.1	1	-10.0	-16.0	1.1
